# NLRP3 yeast inh – inhibitors of NALP3 inflammasome in yeast | Yeast reconstituted NLRP3/ASC/caspase-1, beta-gal luminescence, 24 h | inhibition, % at 10 µM | 0.39% of 330,000 active | AID 2825;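 active = inhibition of 50% or more; inactive = inhibition below 50%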;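 also: plate controls were induced DMSO wells for no effect and uninduced yeast grown without galactose for full effect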
# HKDC1 inhibitor – blocks human hexokinase HKDC1 activity; Q2TB90; recombinant HKDC1, G6PDH/diaphorase resazurin coupled fluorescence; inhibition, % at 20 µM; 0.16% of 340,000 active; AID 493160;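 active = inhibition above about 35% when tested at 20 µM, limit read from the data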;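 also: plate controls were DMSO wells with enzyme for no effect and DMSO wells lacking enzyme for full effect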
# Target sequence (Q2TB90 whole entry, looked up): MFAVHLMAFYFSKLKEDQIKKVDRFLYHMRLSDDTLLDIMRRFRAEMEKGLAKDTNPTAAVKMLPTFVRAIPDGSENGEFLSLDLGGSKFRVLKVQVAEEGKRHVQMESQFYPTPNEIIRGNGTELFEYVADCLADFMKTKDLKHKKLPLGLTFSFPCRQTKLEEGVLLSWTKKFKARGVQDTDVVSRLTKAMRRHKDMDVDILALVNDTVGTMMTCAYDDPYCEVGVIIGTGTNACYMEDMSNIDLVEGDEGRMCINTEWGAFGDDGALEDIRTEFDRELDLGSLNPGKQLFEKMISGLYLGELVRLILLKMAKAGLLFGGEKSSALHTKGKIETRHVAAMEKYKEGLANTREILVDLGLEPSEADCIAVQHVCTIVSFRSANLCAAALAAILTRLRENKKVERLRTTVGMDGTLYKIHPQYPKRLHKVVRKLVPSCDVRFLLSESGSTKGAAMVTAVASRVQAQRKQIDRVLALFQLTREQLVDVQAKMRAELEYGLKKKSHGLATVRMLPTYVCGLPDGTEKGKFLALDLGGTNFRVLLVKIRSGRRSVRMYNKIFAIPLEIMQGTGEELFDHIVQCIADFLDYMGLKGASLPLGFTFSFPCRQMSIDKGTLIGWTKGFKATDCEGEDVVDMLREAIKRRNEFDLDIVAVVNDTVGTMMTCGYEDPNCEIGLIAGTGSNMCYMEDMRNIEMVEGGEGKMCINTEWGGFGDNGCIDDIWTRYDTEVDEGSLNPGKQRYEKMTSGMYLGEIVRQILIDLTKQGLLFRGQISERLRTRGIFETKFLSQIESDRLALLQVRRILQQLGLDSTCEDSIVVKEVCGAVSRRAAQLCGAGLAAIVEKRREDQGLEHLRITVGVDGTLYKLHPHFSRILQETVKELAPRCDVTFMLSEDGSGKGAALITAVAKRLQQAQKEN
#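 Test system: HK5 enzyme. Quantity: 5 µg/mL HK5 final. Reagent: glucose and ATP substrates. Schedule: 90 min reaction incubation at room temperature, dark. Technique: resazurin-to-resorufin fluorescence via G6PDH and diaphorase coupling, 525/613 nm. Control set: DMSO wells with and without enzyme mix.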
# SENP8 block-1 – SENP8 protease inhibition. inhibition, % at 10 µM. 1.2% of 330,000 active. purified SENP8, Z-RLRGG-aminoluciferin cleavage, luminescence. AID 2540; in the data active = inhibition above about 50%
# Target sequence (Q96LD8 whole entry, looked up): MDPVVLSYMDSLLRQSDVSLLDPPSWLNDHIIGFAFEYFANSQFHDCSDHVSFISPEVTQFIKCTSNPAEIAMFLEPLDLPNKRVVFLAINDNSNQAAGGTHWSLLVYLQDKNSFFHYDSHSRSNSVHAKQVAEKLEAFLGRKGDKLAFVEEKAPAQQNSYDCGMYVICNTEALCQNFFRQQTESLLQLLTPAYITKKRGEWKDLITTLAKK
# SENP7 inh – SENP7 protease inhibition. recombinant SENP7, Z-RLRGG-aminoluciferin luminescence, 40 min. Q9BQF6. inhibition, % at 5 µM. 1.5% of 330,000 active;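 active = inhibition above about 50% at the single test dose, limit read from the data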;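 also: plate controls were DMSO with enzyme for no effect and no enzyme buffer wells for full effect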
# Apaf-1 inh – human Apaf-1 inhibition | O14727 | reconstituted apoptosome caspase-3 activity, DEVD-Rh110 fluorescence | inhibition, % at 20 µM | 0.71% of 330,000 active | AID 489030; active = inhibition of at least 40% at 20 µM;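 also: plate controls were DMSO wells for no effect and DEVD-CHO caspase inhibitor wells for full effect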
#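 System: reconstituted apoptosome with Apaf-1, cytochrome c, caspase-9, procaspase-3, dATP; Signal: Rh110 fluorescence intensity; Schedule: 30 min compound preincubation, 50 min activation, room temperature; Reagent: cytochrome c trigger plus (Z-DEVD)2-Rh110 caspase-3 substrate.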
# SENP8 block-2 – SENP8 (human) protease inhibition. Q96LD8. recombinant SENP8, Nedd8 substrate fluorescence. inhibition, % at 20 µM. 0.64% of 360,000 active. AID 602440; in the data active = inhibition mostly above about 40%, no sharp cut-off; inactive = mostly below about 27%
# SENP6 inh – SENP6 protease inhibition | Q9GZR1 | Recombinant SENP6 catalytic domain, aminoluciferin luminescence | inhibition, % at 10 µM | 1.8% of 330,000 active | AID 2599;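 active = inhibition above about 50% at the single tested dose, limit read from the data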;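 also: plate controls were DMSO wells with enzyme for no effect and DMSO wells lacking enzyme for full effect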
# SENP1 inh – SENP1 (human) catalytic domain inhibition | recombinant SENP1 catalytic domain, CyPet-SUMO1-YPet FRET cleavage | 0.21% of 360,000 active | Q9P0U3 | AID 624204 | inhibition, % at 10 µM;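 active = inhibition at least 30% at 10 µM, raw YFP signal under a set limit, fluorescence ratio 0.5 to 1.5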;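 also: 0% = enzyme with DMSO and 100% = no enzyme wells; some results filed as inactive read as strong as hits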
#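 Material – human SENP1 catalytic domain · Input – SENP1 enzyme, 20 pM final · Compound dosing – single concentration of 10 µM compound, 0.5% DMSO final · Timing – enzyme reaction for 50 min at room temperature, dark · Measured by – FRET fluorescence in CFP and YFP emission channels · Control set – no-enzyme wells low, DMSO-plus-enzyme wells high control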
# PfGluPho inh – PfG6PD (Plasmodium falciparum) enzyme inhibition; PfGluPho enzyme, NADPH resazurin-diaphorase fluorescence; AID 504690; inhibition, % at 20 µM; 0.78% of 350,000 active;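 active = inhibition reaching at least a set limit at 20 µM in the primary screen, cut at about 59% in these data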;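 also: 0% = DMSO wells with substrate and 100% = DMSO wells lacking glucose-6-phosphate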
# * hit, by the source's call; i = inactive; x = not tested or not shown.
# The first 5 entries, to show the layout:
Structure	Apaf-1 inh	HKDC1 inhibitor	SENP6 inh	SENP8 block-1	SENP8 block-2	PfGluPho inh	SENP1 inh	SENP7 inh	NLRP3 yeast inh
Cc1ccnc(NC(=S)NC(=O)/C=C/c2ccccc2)c1	-23.1	-11.9	-12.7	6.2	-3.9	-3.2	-1.9	-3.9	22.9
Cc1nn(C)c(C)c1S(=O)(=O)N1CCC(C(=O)NC(C)c2ccccc2)CC1 (stereo not given)	-4.3	-5.3	1.5	-3.9	4.7	12.3	-2.6	6.7	2.1
CCC(Cc1ccccc1)NC(=O)C1CCN(S(=O)(=O)c2ccc3c(c2)CC(C)N3C(C)=O)CC1 (stereo not given)	6.5	-4.4	-9.6	-2.5	14.6	-9.8	4.3	1.9	14.8
c1ccc2c(c1)nnn2-c1ncnc2sccc12	0.7	-3.3	-33.5	11.0	-24.9	-15.1	-2.1	28.9	13.6
CCOc1ccc(N2CC(C(=O)Nc3nnc(Cc4ccc(OC)cc4)s3)CC2=O)cc1 (stereo not given)	35.9	-5.7	-4.5	-2.4	10.4	-11.7	1.9	6.4	10.7

# The listing, repeating the preview:
Structure	Apaf-1 inh	HKDC1 inhibitor	SENP6 inh	SENP8 block-1	SENP8 block-2	PfGluPho inh	SENP1 inh	SENP7 inh	NLRP3 yeast inh
Cc1ccnc(NC(=S)NC(=O)/C=C/c2ccccc2)c1	-23.1	-11.9	-12.7	6.2	-3.9	-3.2	-1.9	-3.9	22.9
Cc1nn(C)c(C)c1S(=O)(=O)N1CCC(C(=O)NC(C)c2ccccc2)CC1 (stereo not given)	-4.3	-5.3	1.5	-3.9	4.7	12.3	-2.6	6.7	2.1
CCC(Cc1ccccc1)NC(=O)C1CCN(S(=O)(=O)c2ccc3c(c2)CC(C)N3C(C)=O)CC1 (stereo not given)	6.5	-4.4	-9.6	-2.5	14.6	-9.8	4.3	1.9	14.8
c1ccc2c(c1)nnn2-c1ncnc2sccc12	0.7	-3.3	-33.5	11.0	-24.9	-15.1	-2.1	28.9	13.6
CCOc1ccc(N2CC(C(=O)Nc3nnc(Cc4ccc(OC)cc4)s3)CC2=O)cc1 (stereo not given)	35.9	-5.7	-4.5	-2.4	10.4	-11.7	1.9	6.4	10.7
CCN1CCN(C(=O)COCc2cc(-c3ccc4c(c3)OCO4)on2)CC1	9.7	-3.4	-7.9	2.8	4.3	-2.2	0.5	-8.2	12.7
Cc1ccc(-c2noc(CCC(=O)NC3CC3)n2)cc1	1.6	-0.6	-13.0	2.4	3.2	-1.3	-0.2	8.4	25.0
O=C(Cn1ncc2c(=O)oc3ccccc3c21)NCCN1CCN(c2ccccc2F)CC1	0.9	-1.5	-7.9	0.2	22.3	-8.2	1.4	-4.1	6.4
CCSc1nnc(-c2cc(Br)ccc2N=Cc2c(C)[nH]n(-c3ccccc3)c2=O)c(=O)[nH]1	16.2	1.8	4.0	6.2	-22.2	-4.6	0.6	4.7	12.4
O=c1cc(CNc2cc(C(F)(F)F)cc(C(F)(F)F)c2)nc2sccn12	4.4	1.9	-8.5	-4.2	-52.6	8.8	0.2	-6.0	18.3
CCOc1cc(C)c(S(=O)(=O)NCc2ccccn2)cc1C	-1.8	-8.3	-6.5	-7.8	10.5	2.0	0.2	-7.3	6.9
O=C(Nn1c(COc2ccccc2)nc2ccccc2c1=O)C(Cl)(Cl)Cl	0.8	-0.5	13.2	-3.3	9.5	-1.2	1.2	2.2	12.0
COc1cc(S(=O)(=O)N2CCN(c3ccccc3F)CC2)c(OC)cc1Cl	15.1	-0.9	-1.6	-2.3	16.2	7.0	-0.5	-3.3	-17.4
CCCCCCCN=CC1=C(O)CC(c2ccccc2)CC1=O (stereo not given)	6.4	-1.4	5.5	-4.2	9.8	-6.8	-7.6	1.0	22.7
c1ccc(CCSc2nccn2-c2ccccc2)cc1	-7.5	6.2	-5.1	-8.7	39.5	19.4	2.1	-2.4	20.0
Cc1cc2ccccc2n1CCNC(=O)C(C)(C)C	4.6	-5.1	-16.2	-3.8	-28.2	1.5	-38.8	-1.9	10.3
Cc1ccc(C(=O)N2CCC3(CC2)Oc2ccc(Cl)cc2C(=O)C32CC(c3cccnc3)=NO2)s1 (stereo not given)	21.6	2.6	-8.5	-7.5	2.9	-7.7	1.7	0.9	3.2
O=C(O)c1ccc(N/N=C/c2cc3cc4c(cc3nc2Cl)OCCO4)cc1	5.6	16.1	-7.9	0.9	-60.6	7.9	-40.8	7.4	3.6
NNC(=O)c1cc(S(=O)(=O)N2CCOCC2)c[nH]1	-0.3	-5.5	-7.9	-7.3	4.5	2.5	0.3	-9.0	17.7
CC(C)(C)OC(=O)N1C[C@H](O)C[C@H]1C(=O)OCC(=O)c1ccc([N+](=O)[O-])cc1	10.8	-3.3	-14.3	-9.7	18.5	24.6	0.4	-7.8	-4.0
O=C(C1=C[C@@H](c2ccc(Br)cc2)C[C@@H](OCCCCO)O1)N1CCN(Cc2ccccc2)CC1	28.5	-2.5	2.0	-2.8	14.5	15.8	-5.6	3.6	2.9
Cc1cc([N+](=O)[O-])ccc1NCc1ccco1	-3.3	-9.6	-5.1	-5.4	6.5	5.7	-0.6	7.0	36.2
CCOc1cccc2sc(N(CCCN(C)C)C(=O)c3ccc(S(=O)(=O)N(C)Cc4ccccc4)cc3)nc12	61.9*	-1.4	1.7	4.9	12.4	4.1	0.2	0.8	15.7
CCC(C)(C)NC(=O)C(c1cccs1)N(C(=O)c1ccn[nH]1)c1cccc(OC)c1 (stereo not given)	-11.5	-8.0	4.2	3.8	2.3	7.8	3.1	-0.6	6.8
CCOC(=O)c1cc2c(=O)n3ccccc3nc2n(C(C)C)c1=NC(=O)c1c(-c2ccccc2Cl)noc1C	29.0	-1.6	0.2	-8.4	-441.1	19.1	-35.4	-11.1	1.0

Structure	Apaf-1 inh	HKDC1 inhibitor	SENP6 inh	SENP8 block-1	SENP8 block-2	PfGluPho inh	SENP1 inh	SENP7 inh	NLRP3 yeast inh
CN(C)CC/C=C1/c2ccccc2Sc2c(O)cc(Cl)cc21	-10.2	7.8	27.8	-0.7	-21.6	13.5	-16.2	-2.7	19.3
CCCCC1=CC2=CC(=O)C(C)(OC(=O)CC)C(=O)C2=CN1CCN1CCOCC1 (stereo not given)	21.1	11.6	-0.4	-6.9	x	18.9	x	5.1	8.8
COc1ccccc1OCC(O)CNCc1ccc2c(c1)OCO2 (stereo not given)	15.9	-1.2	16.7	9.6	20.9	13.6	1.8	5.7	8.6
CCCN(Cc1cc2cc(C)ccc2[nH]c1=O)S(C)(=O)=O	3.6	-2.6	-16.9	-7.9	-77.5	5.2	-5.5	-6.1	7.8
CCc1nnc(NC(=O)CSc2nnc(-c3ccc(OC)cc3)n2C)s1	-2.8	-5.5	2.2	0.2	19.4	-15.1	-0.1	-5.6	-6.8
CC1CCCCN1S(=O)(=O)c1ccc(N(C(=O)c2cnccn2)C(C(=O)NC2CCCCC2)c2cccs2)cc1 (stereo not given)	17.6	-2.6	6.0	4.3	2.7	4.4	-0.5	8.3	-0.1
O=C(NCc1ccccc1)N(Cc1nc2ccccc2c(=O)[nH]1)C1CCCC1	4.0	0.6	-12.9	-12.3	i	0.1	-0.6	-7.5	8.5
CC(C)NS(=O)(=O)c1ccc(CCC(=O)NCc2ccncc2)cc1	-2.1	1.2	-7.2	5.5	7.9	-8.3	2.2	4.3	2.2
CCCCCn1c(CN2CCN(C)CC2)nc2c1c(=O)n(C)c(=O)n2C	2.7	-2.2	8.6	-1.3	1.1	-0.8	1.1	12.0	20.9
Cc1cc(NC(=O)CCC(=O)N(CC(=O)NCC2CCCO2)c2cccc(C)c2C)no1 (stereo not given)	-6.7	-1.0	-12.7	-1.2	1.3	-14.3	-1.4	7.0	-15.9
COc1cc(OC)cc(-c2c(C#Cc3ccsc3)c3cc(-c4ccc(N(C)C)nc4)ccc3n2C)c1	6.9	5.6	-2.7	-3.5	-479.1	-9.9	-8.0	-9.7	9.1
Cc1ccc(C(=O)OCC(=O)c2ccc(Br)cc2)cc1S(=O)(=O)N1CCOCC1	x	3.1	x	x	24.4	11.9	0.7	x	x
C[C@@H](C(=O)Nc1ccccc1N1CCOCC1)N1C(=O)C2CCCCC2C1=O (stereo not given in full)	1.9	-4.6	2.2	-3.2	10.3	-9.6	1.4	3.8	-3.2
Cc1ccc(SCC(=O)c2sc(-c3ccccc3)nc2C)cc1	1.0	-3.3	-0.6	6.1	16.4	4.4	-0.1	2.1	11.7
COc1ccccc1N1CCN(C2CCCN(C(=O)c3oc(C)cc3C)C2)CC1 (stereo not given)	-1.3	-6.8	-9.9	-7.1	12.0	-14.3	-2.6	-4.3	20.1
O=C(NCc1ccco1)C(c1ccncc1)N(CCC1=CCCCC1)C(=O)Cn1nnc2ccccc21 (stereo not given)	11.3	-6.8	-11.9	-11.9	27.2	-6.0	1.2	13.1	10.6
CCOc1ccc(NCc2nnc(SCc3ccc(Cl)cc3)n2-c2ccccc2)cc1	23.7	3.5	-6.8	-5.1	24.3	9.4	0.2	1.3	13.6
CCCCCCSc1cccc(-c2nc3cc(C)ccn3c2NC2CCCCC2)c1	20.7	2.8	-17.2	-0.4	i	11.9	-22.8	5.1	12.0
O=C(CCSCCC(=O)NCc1ccco1)NCc1ccco1	0.0	11.8	6.8	3.8	x	43.7	x	2.0	9.3
CC(c1ccccc1)C(OC(=O)c1cccc([N+](=O)[O-])c1C(=O)O)c1ccccc1 (stereo not given)	x	-3.6	x	x	13.2	-8.9	1.5	x	x
CC1(C)CC2CC(C)(CN2Cc2c(O)ccc3ccccc23)C1 (stereo not given)	6.8	9.4	14.0	-8.9	-148.4	6.0	-2.4	-8.1	-6.1
C/C(=N\NC(=O)c1ccc(Cl)c(Cl)c1)c1ccc(Br)s1	-1.8	-3.3	-6.0	0.7	18.6	23.4	-4.2	3.0	-8.7
O=C(c1ccccc1F)N1CCc2ccccc21	8.3	-0.1	6.3	1.6	10.2	5.4	0.3	3.4	8.6
CCC(=O)c1c(CC)c2n3c1CC[C@H]3CCC2	3.9	-5.8	-14.2	-7.3	6.8	-4.0	0.8	-13.2	9.8
CC1CN(C(=O)CN(C)S(=O)(=O)c2ccc3ccccc3c2)CC(C)O1 (stereo not given)	6.0	0.0	-2.7	-20.6	13.5	-5.0	1.5	-9.4	5.8

Structure	Apaf-1 inh	HKDC1 inhibitor	SENP6 inh	SENP8 block-1	SENP8 block-2	PfGluPho inh	SENP1 inh	SENP7 inh	NLRP3 yeast inh
COc1ccc([N+](=O)[O-])cc1NC(=O)CC(C)c1ccccc1 (stereo not given)	11.9	-1.4	-10.2	-3.1	3.2	15.0	2.3	-5.0	33.6
COCCN(C/C=C/c1ccccc1)C/C=C/c1ccccc1	2.9	-7.8	2.8	-1.0	10.7	4.9	0.1	-8.1	31.8
CCNC(=S)Nc1cc(OCC)c(NC(=O)c2ccco2)cc1OCC	3.4	12.9	-6.0	-4.9	-13.1	-7.4	-4.2	-1.3	-1.0
COc1cc(Br)cc(C=Nc2cccc(C(F)(F)F)c2)c1O	x	9.2	x	x	-1.2	-19.4	12.1	x	x
COc1ccccc1/C=C\C=N\n1c(C2CCCCC2)n[nH]c1=S	29.0	-1.9	-25.7	-19.8	-31.3	4.8	-0.9	-5.9	18.4
